From PubChem BioAssay
PAFAH1B3 FP inh: PAFAH1B3 enzyme inhibitors, primary screen, biochemical, fluorescence polarization, human. Platelet-activating factor acetylhydrolase IB subunit alpha1 (Homo sapiens), Q15102. recombinant PAFAH1B3, FP-rhodamine probe. 340,000 tested, 0.28% active. inhibition, % at 3.39 µM;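 active means inhibition above the screen-wide average of all tested compounds plus 3 SD, cut at about 25% in these data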;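 further: 0% = enzyme with DMSO only and 100% = wells lacking PAFAH1B3 protein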
Target sequence (Q15102 whole entry, looked up): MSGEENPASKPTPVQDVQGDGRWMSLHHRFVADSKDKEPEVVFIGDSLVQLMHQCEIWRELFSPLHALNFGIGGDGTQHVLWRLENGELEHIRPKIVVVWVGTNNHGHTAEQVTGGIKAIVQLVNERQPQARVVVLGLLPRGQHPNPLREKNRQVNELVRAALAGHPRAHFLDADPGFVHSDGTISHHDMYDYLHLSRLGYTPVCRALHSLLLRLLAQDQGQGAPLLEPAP
EBNA-1 inh: EBNA-1 DNA-binding inhibitors, primary screen, biochemical, fluorescence polarization; AID 1950, 2009; 300,000 tested, 0.34% active; inhibition, % at 14.8 µM; in the data active means inhibition above about 28%
LYPLA1 inh: LYPLA1 inhibitors, primary screen, counter-screen for PME1 inhibitor project, biochemical, fluorescence polarization, FP-Rh probe ABPP; inhibition, % at 5.9 µM; recombinant LYPLA1; 320,000 tested, 0.16% active; AID 2174, 2009;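 active means inhibition above the mean of all tested compounds plus 3 SD, set per campaign, cut at about 14% in these data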;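 further: inhibitors block serine hydrolase probe labeling of LYPLA1 so polarization falls; 0% = enzyme with DMSO and 100% = wells lacking LYPLA1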
PAFAH2 FP inh: PAFAH2 enzyme inhibitors, primary screen, biochemical, fluorescence polarization, human. recombinant PAFAH2, FP-rhodamine activity probe. AID 492956, 2010. 340,000 tested, 0.99% active. Platelet-activating factor acetylhydrolase 2, cytoplasmic (Homo sapiens), Q99487. inhibition, % at 3.39 µM;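 active means inhibition above the mean over all tested compounds plus 3 SD, cut at about 30% in these data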;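 further: inhibitors block probe labeling of enzyme so polarization drops; 0% = enzyme with DMSO and 100% = wells lacking PAFAH2 protein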
pPAFAH inh: pPAFAH enzyme inhibitors, primary screen, biochemical, fluorescence polarization, human; Platelet-activating factor acetylhydrolase (Homo sapiens), Q13093; recombinant pPAFAH, FP-rhodamine probe fluorescence polarization; inhibition, % at 3.39 µM; 330,000 tested, 1.5% active; AID 463082, 2010;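 active means inhibition above the mean inhibition across the screen plus 3 SD, cut at about 25% in these data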;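 further: inhibitors block binding of the rhodamine activity-based probe so polarization drops; 0% = enzyme with DMSO and 100% = wells lacking pPAFAH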
Target sequence (Q13093 whole entry, looked up): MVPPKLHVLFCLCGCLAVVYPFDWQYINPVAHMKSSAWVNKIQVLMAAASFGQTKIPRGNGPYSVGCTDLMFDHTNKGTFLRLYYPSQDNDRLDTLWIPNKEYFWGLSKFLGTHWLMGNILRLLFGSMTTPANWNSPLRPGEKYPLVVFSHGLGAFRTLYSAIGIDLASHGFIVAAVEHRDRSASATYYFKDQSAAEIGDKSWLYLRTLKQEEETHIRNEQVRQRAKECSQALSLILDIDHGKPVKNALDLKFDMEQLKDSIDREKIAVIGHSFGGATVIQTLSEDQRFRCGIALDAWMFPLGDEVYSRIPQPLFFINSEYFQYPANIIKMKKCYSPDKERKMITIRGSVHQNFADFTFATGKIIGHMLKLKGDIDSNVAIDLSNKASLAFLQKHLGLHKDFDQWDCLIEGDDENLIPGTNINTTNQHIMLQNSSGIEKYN
PAFAH1B2 FP inh: PAFAH1B2 enzyme inhibitors, primary screen, biochemical, fluorescence polarization, human; inhibition, % at 3.39 µM; recombinant PAFAH1B2, FP-rhodamine activity probe; 340,000 tested, 1.2% active;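 active means inhibition above the mean of all tested compounds plus 3 SD, cut at about 24% in these data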;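 further: 0% = enzyme with DMSO and 100% = wells lacking PAFAH1B2; many of its hits are not listed in these tables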
Target sequence (P68402 whole entry, looked up): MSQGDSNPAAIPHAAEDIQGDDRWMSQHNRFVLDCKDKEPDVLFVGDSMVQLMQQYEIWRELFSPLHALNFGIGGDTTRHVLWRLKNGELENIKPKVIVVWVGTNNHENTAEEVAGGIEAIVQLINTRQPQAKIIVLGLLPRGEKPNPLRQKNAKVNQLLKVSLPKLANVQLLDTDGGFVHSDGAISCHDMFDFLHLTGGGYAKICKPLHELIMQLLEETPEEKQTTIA
PREPL inhibitor: PREPL enzyme inhibitors, primary screen, biochemical, fluorescence polarization; 320,000 tested, 0.68% active; inhibition, % at 5.96 µM; recombinant PREPL, fluorescence polarization activity-based probe; AID 2751, 2010; in the data active means inhibition above about 43%;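 further: 0% = enzyme with DMSO and 100% = wells lacking enzyme; many of its hits are not listed in these tables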
ZTA DNA inh: counter-screen for EBNA-1 inhibitors: inhibitors of Epstein-Barr virus ZTA | ZTA-DNA binding, fluorescence polarization | inhibition, % at 11 µM | 320,000 tested, 0.15% active | AID 2234; in the data active means inhibition above about 33%
LYPLA2 counter: LYPLA2 inhibitors, primary screen, counter-screen for PME1 inhibitor project, biochemical, fluorescence polarization, FP-Rh probe ABPP | Acyl-protein thioesterase 2 (Homo sapiens), O95372 | recombinant LYPLA2 | inhibition, % at 5.9 µM | 320,000 tested, 0.38% active | AID 2177, 2009;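 active means inhibition above the screen-wide mean plus 3 SD, limit set per campaign, cut at about 26% in these data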;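 further: 0% = LYPLA2 with DMSO and 100% = wells lacking LYPLA2 enzyme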
* marks the source's active call; other numbers are inactive results; nt = no result given. Some of the compounds tested. The share of hits here may be higher or lower than overall.

SMILES | PAFAH1B3 FP inh | EBNA-1 inh | LYPLA1 inh | PAFAH2 FP inh | pPAFAH inh | PAFAH1B2 FP inh | PREPL inhibitor | ZTA DNA inh | LYPLA2 counter
CCOC(=O)C(=O)N=Nc1c(O)n(C)c2ccccc12 | 9 | -4 | 0 | 4 | -6 | 1 | -5 | 3 | -2
CN(C)C(CNC(=O)CCNC(=O)c1ccccc1Cl)c1ccco1 (stereo not given) | 5 | nt | -3 | -4 | 2 | 4 | 4 | 7 | -7
CCCN(C(=O)CSc1cc(-c2ccccc2)c2ccc(OC)cc2n1)C1CCS(=O)(=O)C1 (stereo not given) | 6 | -6 | -3 | -14 | 25* | 0 | 3 | -7 | -6
Cc1ccc(S(=O)(=O)NCCNc2ccccc2[N+](=O)[O-])cc1 | 10 | 0 | -7 | -1 | 2 | 4 | -23 | -7 | -4
COC(=O)c1sccc1NC(=O)CCC1CCCCC1 | -3 | 10 | 0 | 0 | 1 | 3 | 5 | -1 | 4
O=C(NC(Nc1nc2ccc([N+](=O)[O-])cc2s1)(C(F)(F)F)C(F)(F)F)c1ccccc1 | 0 | -4 | -2 | 4 | 4 | 1 | 5 | 6 | -2
COc1cc(/C=C/C(=O)O)cc(S(=O)(=O)NCCCC(=O)O)c1OC | -9 | -12 | 3 | 3 | 4 | 4 | 0 | 4 | -1
CCOC(=O)CNc1ncc(C(F)(F)F)cc1Cl | 5 | -3 | -2 | 6 | 6 | 3 | -3 | 5 | 3
COc1ccc(OC)c(C2C(C(N)=O)=C(C)Nc3nc(-c4cccc(Cl)c4)nn32)c1 (stereo not given) | 3 | -1 | -3 | 4 | 2 | 1 | -4 | 0 | -5
O=C(c1ccc(CS(=O)(=O)c2ccccc2)o1)N1CCOCC1 | 8 | 5 | 3 | 3 | -3 | 5 | 2 | -9 | 6
Cc1ccc(F)c(NC(=O)CCOc2ccccc2C)c1 | 9 | -6 | 1 | -23 | 1 | -1 | 4 | -15 | 6
CCOC(=O)CNC(=O)N1CCCC(N(C)CCc2ccccc2)C1 (stereo not given) | 1 | -2 | -2 | 6 | -1 | 2 | 6 | -5 | -2

Quoted from the listing.
Under PAFAH1B3 FP inh, COc1cc(/C=C/C(=O)O)cc(S(=O)(=O)NCCCC(=O)O)c1OC is entered as -9
Under pPAFAH inh, Cc1ccc(F)c(NC(=O)CCOc2ccccc2C)c1 is entered as 1

Following part
SMILES | PAFAH1B3 FP inh | EBNA-1 inh | LYPLA1 inh | PAFAH2 FP inh | pPAFAH inh | PAFAH1B2 FP inh | PREPL inhibitor | ZTA DNA inh | LYPLA2 counter
COc1cccc(NC(=S)NCc2cccnc2)c1 | 12 | 0 | -1 | -5 | 6 | 3 | 4 | 10 | 1
O=C(Cc1ccc([N+](=O)[O-])cc1)OCc1c(F)cccc1Cl | 6 | 0 | -1 | -2 | 8 | 3 | -9 | 1 | 8
Cc1ccc(NC(=O)COC(=O)c2ccc3c(c2)OCCO3)cc1 | 8 | nt | -1 | 86* | 9 | -3 | -1 | -16 | 0
COc1cccc(NC(=S)N(Cc2ccco2)C(C)c2ccco2)c1 (stereo not given) | 3 | 0 | 2 | -3 | 5 | 3 | 0 | 0 | -1
CC(C)(C)S(=O)(=O)c1c(C(=O)O)cccc1C(=O)O | 2 | -9 | 1 | -2 | 2 | 5 | -6 | -11 | 3
O=S(=O)(Nc1nnc(C(F)(F)F)s1)c1ccc(Cl)cc1 | 4 | 8 | -3 | 11 | 1 | 0 | -4 | 1 | 0
COc1ccc(Cl)cc1NC(=O)CN(C)C(=O)CSc1ccc2c(c1)OCCO2 | 1 | nt | -1 | 6 | 4 | 7 | 9 | 2 | -2
O=C(NCC1CC1)c1ccc(Oc2cc(Cl)cc(Cl)c2)o1 | 7 | -3 | 1 | 4 | 6 | 0 | 38 | -8 | -9
Cn1cnc(S(=O)(=O)N2CCN(c3ccccc3)CC2)c1 | 2 | 1 | -1 | 3 | 1 | -2 | 19 | 6 | 4
CN(Cc1ccco1)S(=O)(=O)c1nnc(NC(=O)c2ccccc2Cl)s1 | 1 | 2 | 0 | 8 | 9 | 7 | -5 | 1 | 7
CC(C)[C@H](NS(=O)(=O)c1ccccc1F)C(=O)NC1CCCCC1 | 8 | nt | nt | 4 | -3 | 4 | 5 | nt | nt
O=C(Nc1nc2n(n1)C(c1ccccc1)CC(c1ccc(Cl)cc1)N2)c1ccco1 (stereo not given) | 6 | -3 | -4 | 7 | -3 | 2 | 34 | 5 | -6
N/C(=N\O)c1ccc(NC(=O)c2ccc(Br)o2)cc1 | 1 | 10 | 0 | -2 | 2 | -3 | 1 | 10 | -3
CC1(C)C/C(=N\NC(=S)Nc2ccccc2F)c2cc(O)ccc2O1 | 12 | -8 | -2 | 11 | 10 | 15 | 19 | -19 | 7
Cc1cccnc1NC(=O)COc1ccc2oc3c(c2c1)CCCC3 | 0 | 6 | 0 | -1 | 1 | -6 | 7 | 5 | -4
O=C(O)CC1NC(=O)N(C2CCCCC2)C1=O (stereo not given) | 2 | 4 | 0 | -1 | 0 | 7 | 7 | 10 | -2
O=C(c1ccco1)N1CCN(C(=O)c2cnn3c2NC(c2cccs2)CC3C(F)(F)F)CC1 (stereo not given) | 2 | -10 | 0 | -7 | 7 | -3 | 12 | -2 | 5
CCOC(=O)C1(CCOc2ccccc2)CCN(Cc2ccc(CO)o2)CC1 | 5 | 3 | 7 | 3 | -1 | -2 | -11 | 2 | 1
CC1(C)CC(=O)C2=C(C1)Nc1ccccc1S2 | 11 | -5 | 1 | 0 | 7 | 9 | 8 | -8 | 4
N#Cc1ccc2ccn(CC(=O)NC3CCCCC3)c2c1 | 1 | -10 | 1 | -1 | 4 | 2 | -6 | -5 | 3
C=CCc1ccc(OCCn2cccc2C=O)c(OC)c1 | 1 | 3 | 2 | -2 | 9 | 3 | 6 | 7 | 4
Cc1cc(=O)oc2cc(OCCCN3C(=O)c4ccccc4C3=O)ccc12 | 8 | 0 | -5 | 1 | -10 | 1 | -12 | -12 | -8
CSCCCNC(=S)N1CCc2ccccc2C1 | 4 | 9 | -1 | 3 | 4 | 6 | -4 | 22 | -4
Cc1nc(Nc2nc(-c3ccccc3)cc(=O)[nH]2)nc2ccccc12 | 8 | 1 | -6 | 4 | -3 | 0 | -22 | -12 | 1
CCCCOc1ccc(/C=C(\C#N)C(=O)NC2CC2)cc1 | nt | 8 | 0 | nt | 3 | nt | 1 | 3 | 7
Cc1ccc(S(=O)(=O)NCCC(=O)OCc2ccc([N+](=O)[O-])cc2)cc1C | 8 | -16 | 1 | 0 | 8 | -1 | 2 | -13 | 10
O=c1c(-c2nnc(SCc3ccc(Cl)cc3)o2)cccn1Cc1ccccc1 | -5 | 2 | -4 | 0 | 3 | 19 | -2 | -11 | -6
CC(C)OC(=O)CSc1nnc(-c2ccncc2)n1N | 5 | -6 | -8 | 15 | -7 | 3 | 5 | -6 | -5
Cc1noc(C(C)C)c1C(=O)Nc1ccc(-c2nnc3n2CCCCC3)cc1 | 0 | nt | -4 | 0 | 3 | 3 | 0 | 9 | -3
CC(=O)c1ccc(S(=O)(=O)Nc2ccc(C(=O)NCC(c3ccccc3)N(C)C)cc2)cc1 (stereo not given) | 1 | 2 | 0 | 9 | 7 | -2 | 6 | 13 | 8
COc1ccc(C)cc1S(=O)(=O)N1CCCC(C(=O)NCC2CCCO2)C1 (stereo not given) | -1 | 6 | 2 | 8 | 0 | -2 | 28 | -17 | 8
COc1ccccc1NC(=O)N1CCN(c2ncccn2)CC1 | 11 | -9 | -7 | 3 | 2 | 0 | -5 | -14 | -6
COc1ccc(-c2[nH]c3ccccc3c2SCCNC(=O)c2cc3ccccc3oc2=O)cc1 | 7 | 9 | -13 | 13 | 14 | 10 | 17 | -10 | -13
CCCCCCSc1ccc(-c2nc3ccc(C)cn3c2NCc2ccccc2)cc1 | -1 | 0 | -3 | 9 | 17 | 3 | 13 | 3 | -10
COc1ccc(C(=O)N2CCCCC2C(=O)Nc2ccc(-n3nc(C)cc3C)cc2)o1 (stereo not given) | 8 | 2 | -2 | 2 | -3 | 7 | 0 | 10 | 2
CCC(C(=O)Oc1c(C(C)C)cccc1C(C)C)c1ccccc1 (stereo not given) | 7 | nt | 0 | 8 | 2 | 2 | 4 | -3 | -3
CN(Cc1cccc(Cl)c1Cl)C(=O)CCNC(=O)c1ccco1 | 7 | nt | nt | -9 | 0 | 2 | 4 | nt | nt
CC(C)C(OC(=O)CCCC(=O)Nc1nccs1)C(=O)NC1CCCCC1 (stereo not given) | 1 | 1 | 6 | 0 | 4 | 1 | -3 | 7 | 2
CCCCN(C(=O)C1CCCC1)c1c(N)n(Cc2ccccc2)c(=O)[nH]c1=O | 3 | nt | nt | 7 | -3 | 4 | 20 | nt | nt
CCc1ccc(NC(=O)c2cc(Br)ccc2Br)cc1 | nt | 4 | 0 | nt | 2 | nt | 6 | 7 | 5
C#CCOCCOCCOCCNc1nc(N2CCN(C(=O)[C@H](CCCCN)n3cc(CCCC)nn3)CC2)nc(N2CCN(C(=O)[C@H](CCCCN)n3cc(CCCC)nn3)CC2)n1 | 10 | -7 | -1 | 5 | 0 | 0 | -7 | 8 | -7
CC(C)C(=O)N1CCC2(CC1)Oc1ccc(F)cc1C(=O)C21CC(c2ccccc2)=NO1 (stereo not given) | -8 | 10 | -1 | 3 | 4 | 2 | -4 | 7 | -3
FC(F)Sc1nc(-c2ccccc2)c(-c2ccccc2)n1C(F)F | -1 | 2 | 0 | -2 | 5 | 4 | -7 | 0 | -4
Cc1noc(C)c1COc1ccc(C(=O)OCC(N)=O)cc1 | 5 | 8 | -3 | -3 | 5 | 2 | -3 | 8 | -6
Oc1ccc(-c2cn3c(n2)SCC3)cc1 | 7 | 18 | 1 | 16 | 1 | 2 | -3 | 3 | 1
Cc1csc(NC(=O)C2CCN(S(=O)(=O)c3ccccc3F)CC2)n1 | 0 | 2 | -1 | -2 | 2 | 2 | -11 | 3 | 3
CCN(CC)CCCNC(=O)C1CCCN(c2nnc(N3CCCC3=O)s2)C1 (stereo not given) | -1 | 4 | 0 | 2 | 1 | 4 | 3 | -1 | 1
CCOC(=O)Cc1csc(NC(=O)C(NC(=O)C2CCC(C)CC2)C(C)C)n1 (stereo not given) | 7 | -16 | 0 | 4 | -4 | 3 | 7 | -2 | -5
COc1ccc(C2c3[nH]c4ccccc4c3CCN2C(=O)c2ccccc2C(C)=O)c(F)c1 (stereo not given) | 15 | -4 | -1 | 0 | 3 | 3 | 11 | -8 | 3
Cc1ccc(NC(=O)C2CC(=O)N(Cc3ccccc3)C2)cc1S(=O)(=O)N1CCCCCC1 (stereo not given) | 5 | -8 | -2 | 8 | 11 | 1 | 6 | 6 | 2
COCCCNCCCCOc1cccc(Br)c1 | 4 | 12 | -2 | -2 | 0 | 4 | -1 | 4 | -3
Cc1ccc(C(=O)NN2C(=O)C3C4C=CC(C4)[C@@H]3C2=O)cc1 (stereo not given in full) | 5 | 6 | 0 | -1 | -3 | -2 | 12 | -4 | -3
